From PubChem BioAssay
hgDAF12 agonist – hgDAF-12 agonism, primary luciferase screen. HEK293 GAL4-hgDAF12 UAS-luciferase reporter, agonist luminescence; normalized to butyrate control. activation, % at 6.8 µM. 370,000 compounds, 1.8% hits;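 active = activation above a cutoff set at the mean of all screened compounds plus 3 SD, cut at about 10% in these data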;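 note: 0% = DMSO wells and 100% = sodium butyrate wells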
GC-A act – GC-A (human) enzyme activation; P16066; HEK293 GC-A cells, cGMP TR-FRET, EC30 ANP; 0% at EC30 ANP, 100% saturating ANP; activation, % at 10 µM; 370,000 compounds, 0.14% hits; AID 1671463; in the data active = activation above about 40%
Target sequence (P16066 whole entry, looked up): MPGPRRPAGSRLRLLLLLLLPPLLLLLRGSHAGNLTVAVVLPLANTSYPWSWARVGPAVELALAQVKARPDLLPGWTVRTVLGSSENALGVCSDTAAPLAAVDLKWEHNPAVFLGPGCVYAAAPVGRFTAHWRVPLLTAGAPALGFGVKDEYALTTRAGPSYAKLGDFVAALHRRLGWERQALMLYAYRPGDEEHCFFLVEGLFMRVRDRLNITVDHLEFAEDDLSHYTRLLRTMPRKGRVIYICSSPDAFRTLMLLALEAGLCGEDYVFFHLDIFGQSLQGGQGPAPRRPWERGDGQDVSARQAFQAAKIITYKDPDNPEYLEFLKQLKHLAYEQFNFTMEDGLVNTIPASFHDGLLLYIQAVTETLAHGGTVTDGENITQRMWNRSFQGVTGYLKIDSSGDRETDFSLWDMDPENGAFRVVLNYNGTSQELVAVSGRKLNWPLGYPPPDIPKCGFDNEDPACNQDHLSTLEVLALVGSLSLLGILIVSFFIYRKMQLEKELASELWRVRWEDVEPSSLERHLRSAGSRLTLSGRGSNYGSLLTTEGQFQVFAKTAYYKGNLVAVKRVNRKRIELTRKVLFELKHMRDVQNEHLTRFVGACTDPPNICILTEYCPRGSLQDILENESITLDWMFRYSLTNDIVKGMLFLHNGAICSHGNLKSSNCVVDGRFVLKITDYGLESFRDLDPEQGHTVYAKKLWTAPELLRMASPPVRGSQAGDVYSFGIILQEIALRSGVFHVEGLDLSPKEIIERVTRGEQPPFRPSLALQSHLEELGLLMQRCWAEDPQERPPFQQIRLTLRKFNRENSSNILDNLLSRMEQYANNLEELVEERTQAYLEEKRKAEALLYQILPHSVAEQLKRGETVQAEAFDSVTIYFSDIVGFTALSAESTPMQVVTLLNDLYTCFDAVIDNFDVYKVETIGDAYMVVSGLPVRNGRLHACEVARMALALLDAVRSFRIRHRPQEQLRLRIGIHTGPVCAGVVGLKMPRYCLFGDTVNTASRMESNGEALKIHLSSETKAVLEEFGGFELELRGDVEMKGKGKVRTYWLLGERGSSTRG
GAA850 FXN act – increases GAA850 frataxin promoter reporter activity. HEK293 lucGAA850 FXN promoter luciferase reporter, 24 h; percent of 10 µM SAHA response. activation, % at 6 µM. 360,000 compounds, 0.56% hits. AID 540364;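 active = activation above the average of all compounds screened plus 3 SD, cutoff fixed separately per campaign, cut at about 7.5% in these data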;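 note: 0% = DMSO wells and 100% = 10 µM SAHA wells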
proKLK7 act – activators of human kallikrein-7 zymogen | P49862 | purified proKLK7, EDANS-DABCYL substrate fluorescence; 100% is mature enzyme control, 0% vehicle | activation, % at 7 µM | 370,000 compounds, 0.9% hits;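 active = activation above the mean of all tested compounds plus 3 SD, computed per campaign excluding outliers beyond control limits, cut at about 13% in these data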
ssDAF-12 act – activators of S. stercoralis DAF-12 nuclear receptor; HEK293 ssDAF-12/GRIP1 lit1-tk-luc reporter, luminescence; % of 3 µM dafachronic acid response; activation, % at 6.8 µM; 370,000 compounds, 1% hits;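 active = activation above the mean over all tested compounds plus 3 SD, cut at about 0.9% in these data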;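 note: 0% = DMSO-only wells and 100% = 3 µM delta7-dafachronic acid wells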
HGIII-sPLA2 inh – Blocks human group III sPLA2 activity; AID 743126; inhibition, % at 12.2 µM; QFRET BODIPY PC-A2 liposome hydrolysis, fluorescence; 370,000 compounds, 0.56% hits; Q9NZ20;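 active = inhibition above mean plus 3 SD of compounds lying within the high and low control bounds, cut at about 19% in these data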;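 note: 0% = median of test compound wells and 100% = no enzyme DMSO wells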
SMARCA2 act – SMARCA2 function activation, primary screen | AID 652017 | activation, % at 9.1 µM | MG213 cells, MMTV-luciferase reporter, dexamethasone, overnight | 370,000 compounds, 1% hits; in the data active = activation above about 7.8%;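 note: 0% = vehicle wells and 100% = reference activator wells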
NPR2 activator – GC-B (human) receptor activation; P20594; HEK293-GC-B cells, CNP EC30, cGMP TR-FRET; 0% at EC30 CNP, 100% saturating CNP; activation, % at 10 µM; 370,000 compounds, 0.11% hits;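 active = activation at 10 µM reaching about 35% in either raw or pattern-adjusted values, limit read from the data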
hcDAF-12 act – activators of H. contortus DAF-12 nuclear receptor; HEK293 hcDAF-12 lit1-tk-luc reporter, luminescence; 0% DMSO, 100% Δ7-dafachronic acid; 370,000 compounds, 1.4% hits; activation, % at 6.8 µM; AID 652067;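 active = activation above the mean of all tested compounds plus 3 SD, cut at about 5.5% in these data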;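 note: 100% = response to 3 µM Δ7-dafachronic acid high control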
DAX1 inh-1 – inhibits human nuclear receptor DAX1. P51843. 340,000 compounds, 0.99% hits. HEK293 Gal4-DAX1 luciferase reporter, luminescence. inhibition, % at 6.75 µM. AID 504766;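 active = inhibition above the mean over all tested compounds plus 3 SD, cut at about 4.2% in these data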;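 note: 0% = DAX1-transfected cells with DMSO and 100% = empty-vector control cells with DMSO; inhibition shows as a rise in luminescence from relieved DAX1 repression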
DAX1 inh-2 – inhibitors of DAX1 repression of SF-1 activated StAR promoter; HEK293T StAR-luciferase reporter, SF-1/DAX-1 repression relief; inhibition, % at 6.8 µM; 370,000 compounds, 1.1% hits; AID 652010;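 active = inhibition above the mean over all tested compounds plus 3 SD, cut at about 3.6% in these data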;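 note: 0% = DAX-1 cells with DMSO and 100% = cells lacking DAX-1 with DMSO; higher inhibition means more luminescence from relief of DAX-1 repression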
Active calls of the source: *; · = no result given; & = joins results of further samples.

SMILES	hgDAF12 agonist	GC-A act	GAA850 FXN act	proKLK7 act	ssDAF-12 act	HGIII-sPLA2 inh	SMARCA2 act	NPR2 activator	hcDAF-12 act	DAX1 inh-1	DAX1 inh-2
COC(=O)[C@]1(C)N[C@H](CN(C)C(=O)c2ccc(C(C)(C)C)cc2)[C@@H]2C(=O)N(C)C(=O)[C@@H]21	0.2	1	0.5	-0.2	-0.9	8	3	4	-0.9	0.1	1.8
Cc1ccc(NC(=O)Nc2c(C)n(C)n(-c3ccccc3)c2=O)cc1C	-3.4	0	-0.2	-0.2	-1.5	3	1	-1	-0.8	-0.7	-0.6
O=C(O)C(Cc1c[nH]c2ccccc12)N1Cc2ccccc2C1=O (stereo not given)	7.9	0	4.1	-0.2	3.0*	-16	1	0	6.9*	3.8	1.2
O=C(Cn1cnc2ccccc2c1=O)N1CCN(C(=O)C2CCCO2)CC1 (stereo not given)	3.5	3	·	0.0	-0.7	3	-5	-5	-0.3	·	1.0
CCOc1ccc2cc(S(=O)(=O)N3CCN(C)CC3)ccc2c1	-2.3	4	-1.0	0.1	-1.0	-5	-7	-2	-2.0	1.6	-0.3
Cc1nn(Cc2ccc(C(=O)N3N=C(C(F)F)CC3(O)C(F)F)o2)c(C)c1[N+](=O)[O-] (stereo not given)	-2.9	7	0.8	0.4	-1.1	-11	-4	8	-2.8	-1.0	-0.9
COc1ccc(CNC(=O)c2c(O)c3ccccc3n(C)c2=O)cc1OC	1.4	11	-1.3	0.3	-0.9	3	2	-2	-0.9	1.1	0.0
OC[C@@H]1CN(Cc2ccco2)C[C@H](n2cnc3c(NC4CCCC4)ncnc32)O1	-1.5	2	-0.1	0.1	-1.5	-3	-1	1	0.2	·	0.7
O=C(CN1C(=O)C2CCc3[nH]c4ccccc4c3C2C1=O)N1CCCC1 (stereo not given)	-0.1	3	3.2	0.8	-0.8	10	-2	2	-0.1	-0.1	-0.9
O=C(Nn1cnnc1)c1cc(Cl)ccc1Cl	-2.6	-2	0.9	0.1	-0.7	9	-3	1	-0.4	2.2	-0.2
CCc1ccccc1Nc1nc(N)nc(COC(=O)c2c(C)noc2C)n1	-0.6	0	2.7	0.1	-0.6	-11	-2	0	0.6	0.1	1.4
O=C(CCc1ccccc1)N[C@H]1[C@H](OCc2ccccc2)CCC[C@@]12C(=O)N(Cc1ccccc1)c1ccc(-c3ccsc3)cc12	4.5	0	·	0.4	-1.6	2	-4	0	-1.9	·	-1.4
COc1ccc(C2CC(c3cccs3)=NN2C(=O)CSc2nc3ccccc3o2)cc1 (stereo not given)	-0.7	4	-5.8	-0.6	-2.0	-13	-3	3	-5.0	-0.9	-1.0
CCC1CCCCN1S(=O)(=O)c1ccc(S(=O)(=O)N(Cc2cccs2)C2CC2)cc1 (stereo not given)	0.2	3	1.6	-0.1	-2.0	5	-3	4	-3.6	-1.6	0.1
Cc1ccccc1OCc1n(CC(=O)OC2CC(C)CCC2C(C)C)c2ccccc2[n+]1C (stereo not given)	0.0	-37	-0.7&-0.9	-0.2	-1.3	-184	-8	-8	-0.5	-1.0&2.0	-1.2
C[C@H](CO)N1C[C@H](C)[C@@H](CN(C)S(=O)(=O)c2ccc(F)cc2)Oc2ccc(NC(=O)Cc3ccccc3)cc2C1=O	-1.3	1	-0.1	1.0	-1.7	-6	1	-2	-2.3	-1.0	-0.2
CCOC(=O)N1CCN(C(=O)c2cc(COc3ccc4ncccc4c3)on2)CC1	-7.9	-7	1.0	-0.5	-2.4	-2	-8	-4	-3.6	-2.0	-2.4
Cc1[nH]c(=S)c(C#N)c(-c2ccccc2)c1C(=O)Nc1ccccc1	1.6	3	-0.6	-0.1	-1.2	17	-2	2	-2.0	2.2	0.1
C=CCSc1nnc(NC(=O)C2CC(=O)N(Cc3ccc(C)cc3)C2)s1 (stereo not given)	0.5	-1	2.7	-0.7	-1.1	-4	-5	-1	-1.6	0.7	-0.6
COc1cc(/C=C2\SC(=S)N(CC(=O)O)C2=O)ccc1OS(=O)(=O)c1ccc(C)cc1	2.3	4	1.4	-0.1	-0.9	-33	7	7	0.5	0.0	2.9
COc1ccccc1CC(=O)NCc1ccc2c(c1)OCO2	-0.4	4	1.2	-0.2	-0.8	9	-2	0	-0.9	-1.5	-0.5
COc1ccccc1OCCNC(=O)c1ccc(S(=O)(=O)N(C)C)cc1	0.1	-6	3.2	0.6	-1.7	-6	-1	3	-2.6	0.2	-0.2
O=[N+]([O-])c1ccc(Sc2cccc3cccnc23)c2cccnc12	-0.9	-5	1.6	-0.3	-1.3	9	-3	-5	3.1	3.2	0.9
O=C(COC(=O)Cc1ccsc1)NCc1ccc(Cl)cc1	-0.8	1	-0.6	0.3	-1.8	2	-1	2	5.1	0.1	0.1
COC(C)(C)c1cc(C(C)(C)C)nc(N)n1	2.1	2	-1.0	-0.2	-1.7	-1	1	3	-0.4	-0.8	0.5
COc1ccc(C(=O)C(C)[n+]2ccc(-c3nnc4n3CCCCC4)cc2)cc1 (stereo not given)	1.5	0	1.1	-0.3	-1.1	3	-2	0	0.4	·	0.3
COc1ccc(NC(=O)c2ccc3c(c2)S(=O)(=O)N=C2CCCCCN23)cc1S(N)(=O)=O	-1.2	-1	0.8	0.5	-1.0	11	-4	3	-0.8	1.2	0.1
CCCCN(C)C(=O)c1ccc(S(=O)(=O)N2CCOCC2)cc1	0.2	·	0.2	-0.1	-1.3	6	0	·	0.5	-0.1	-0.5
CCCCOc1ccc(C(=O)N(Cc2ccccc2)C2CCS(=O)(=O)C2)cc1 (stereo not given)	1.7	0	0.2	-0.4	-1.5	-15	-1	6	-3.0	-0.2	-0.6
CCN(CC)CCCNC(=O)C1c2ccccc2Oc2ccccc21	2.3	-4	0.8	-0.3	-1.7	-1	0	-2	-1.3	0.2	-0.5
CC(C)(C)c1ccc(C(O)c2ncc(-c3ccccc3F)[nH]2)cc1 (stereo not given)	1.7	-1	0.3	-0.3	-1.3	-10	-3	0	1.0	·	-0.4
Fc1ccccc1Cc1noc(CN2CCN(c3ccc(Cl)cn3)CC2)n1	-0.8	-3	0.7	0.2	-1.8	-1	-2	-1	0.8	0.1	-0.4
COc1ccc(Nc2nc(=O)c3cc([N+](=O)[O-])ccc3s2)cc1	-1.6	1	0.3	0.8	-0.8	5	1	1	2.2	0.1	0.1
Cc1oc(-c2cccc(Cl)c2)nc1CN1CCC(C(=O)N2CCN(c3ccccc3F)CC2)CC1	-3.0	-10	-0.2	-0.4	-1.2	-22	0	-4	-0.5	1.1	-0.3
O=C(NCC(=O)N(Cc1cccs1)C(C(=O)NC1CCCCC1)c1ccncc1)c1ccco1 (stereo not given)	0.9	2	-2.5	0.5	-0.9	-5	-3	1	-1.5	0.6	0.0
CC(C)(C)C1=C(C#N)C(c2cccnc2)C(C#N)=C(N)O1 (stereo not given)	-2.1	3	1.8	-0.2	-0.5	0	-1	4	-1.7	1.6	0.0
O=C(Nc1ccccc1)N1CCC(n2c(=O)[nH]c3ccccc32)CC1	-3.5	-2	0.0	0.1	-0.6	3	-4	-4	1.3	1.0	-0.3
COc1ccc(C2C3=C(CC(C)(C)CC3=O)Nc3c2c(=O)n(C)c(=O)n3C)cc1OC (stereo not given)	-1.3	4	1.3	-14	-0.1	9	0	1	-1.0	0.1	0.4
OCC1CCCN1C(=S)Nc1ccccc1 (stereo not given)	-1.9	-1	-0.3	-0.7	-0.7	1	4	-1	0.7	0.0	0.7
CN1/C(=C\C(=O)c2ccco2)c2ccccc2CC1(C)C	-1.3	0	-1.6	0.6	-0.7	3	-2	4	-1.5	-1.2	-0.3
Cc1cc(Br)ccc1N=C1NC(=O)CS1	2.2	0	-0.6	0.8	-1.0	-5	-2	3	-1.4	-1.7	0.1
O=C(Nc1ccc(Br)cc1)c1cccc(N2C(=O)CCC2=O)c1	-0.2	2	1.6	-0.1	-0.5	-5	1	-1	0.8	1.0	-0.2
COC(=O)c1ccccc1NC(=O)c1cc2sccc2n1C	2.4	-1	-1.7	-0.2	-0.9	1	-1	-10	0.9	0.3	-0.8
CCCCC(CC)COC(=O)CCCCC(=O)OCC(CC)CCCC (stereo not given)	1.9	5	0.5	0.9	-1.1	11	-1	3	-2.4	0.1	0.1

Molecules shown so far with an aryl thioether with sulfur outside any ring, in the order listed:
SMILES	hgDAF12 agonist	GC-A act	GAA850 FXN act	proKLK7 act	ssDAF-12 act	HGIII-sPLA2 inh	SMARCA2 act	NPR2 activator	hcDAF-12 act	DAX1 inh-1	DAX1 inh-2
COc1ccc(C2CC(c3cccs3)=NN2C(=O)CSc2nc3ccccc3o2)cc1 (stereo not given)	-0.7	4	-5.8	-0.6	-2.0	-13	-3	3	-5.0	-0.9	-1.0
C=CCSc1nnc(NC(=O)C2CC(=O)N(Cc3ccc(C)cc3)C2)s1 (stereo not given)	0.5	-1	2.7	-0.7	-1.1	-4	-5	-1	-1.6	0.7	-0.6
O=[N+]([O-])c1ccc(Sc2cccc3cccnc23)c2cccnc12	-0.9	-5	1.6	-0.3	-1.3	9	-3	-5	3.1	3.2	0.9

Gathered by group, those above with a cyano group (2)
SMILES	hgDAF12 agonist	GC-A act	GAA850 FXN act	proKLK7 act	ssDAF-12 act	HGIII-sPLA2 inh	SMARCA2 act	NPR2 activator	hcDAF-12 act	DAX1 inh-1	DAX1 inh-2
Cc1[nH]c(=S)c(C#N)c(-c2ccccc2)c1C(=O)Nc1ccccc1	1.6	3	-0.6	-0.1	-1.2	17	-2	2	-2.0	2.2	0.1
CC(C)(C)C1=C(C#N)C(c2cccnc2)C(C#N)=C(N)O1 (stereo not given)	-2.1	3	1.8	-0.2	-0.5	0	-1	4	-1.7	1.6	0.0
